Compound activity from PubChem BioAssay.
aGlu spleen mod: lysosomal alpha-glucosidase (human) modulation. human spleen homogenate, 4-MU-alpha-glucoside fluorescence. hit rate 0.006% among 240,000. P10253. Potency, µM (doses to about 79.9 µM), for the others: top-dose activity change, negative = inhibition, actives largely listed as inhibitors. AID 2112;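 also: 0% = enzyme with vehicle and -100% = no enzyme basal signal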
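Enzyme source: human spleen homogenate, 1 ug/well. Buffer 50 mM citric acid/K phosphate pH 5.0, 0.01% Tween-20. 4-MU-alpha-glucoside 1 mM; 37 C x 40 min; NaOH/glycine stop; fluorescence.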
Tau fibril ThT: blocks human tau fibril formation measured by thioflavin T; P10636; Potency, µM (doses to about 57.4 µM), for the others: at the highest dose activity, negative = inhibition, usual class: inhibitors; recombinant tau K18 P301L, heparin-induced fibrillization, ThT fluorescence; hit rate 2.1% among 270,000; also: % is scaled to controls: 0 for no effect and ±100 for the full control effect; nearly all actives have a fitted effect of over 55% in size
Target sequence (P10636 561-689 P618L limits assumed): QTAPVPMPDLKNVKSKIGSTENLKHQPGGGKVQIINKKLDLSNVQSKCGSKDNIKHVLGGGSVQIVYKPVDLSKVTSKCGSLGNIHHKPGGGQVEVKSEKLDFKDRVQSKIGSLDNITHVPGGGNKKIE
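K18 P301L tau (15 uM + 0.24 uM Alexa 594-tagged), heparin 20 uM, NaOAc pH 7, 6 h 37 C; ThT 30 uM, 1 h RT, ex 450/em 510 nm.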
Tau fluor counter: counter-screen for tau fibril formation inhibitors | tau K18 P301L Alexa594 fluorescence, heparin fibrillization | Potency, µM (series often up to 57.7 µM), for the others: top-dose activity change, negative = decrease | hit rate 0.93% among 280,000 | AID 1463; also: % is scaled to controls: 0 for no effect and ±100 for the full control effect; nearly all actives have a fitted effect of over 55% in size
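Human tau K18 P301L (15 uM unlabeled, 0.24 uM Alexa 594-labeled) in 100 mM sodium acetate pH 7 with 20 uM heparin, 6 hr at 37 C. ThT 30 uM added, 1 hr ambient; Alexa 594 FP and total fluorescence read at 555/632 nm.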
GAA inh: alpha-glucosidase (human) inhibition; P10253; purified human GAA, 4-MU-alpha-glucoside fluorescence; Potency, µM (series often up to 76.9 µM), for the others: at the highest dose activity change, negative = inhibition, most hits filed as inhibitors; hit rate 0.005% among 200,000;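 also: plate controls were uninhibited enzyme wells for no effect and no-enzyme background for full effect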
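qHTS format, compound range up to 77 uM. Human lysosomal enzyme at 4 nM, 400 uM 4-MU glucoside substrate, pH 5.0, 20 min room temperature; fluorescence after alkaline stop gives activity normalized to controls.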
Tau fibril FP: blocks human tau fibril formation measured by polarization; K18 P301L tau heparin fibrillization, Alexa594 FP, 6 h; Potency, µM (highest dose often 57.7 µM), inactives show at the top dose activity, negative = inhibition, hits mostly inhibitors; AID 1468; hit rate 0.39% among 280,000; also: % is scaled to controls: 0 for no effect and ±100 for the full control effect; nearly all actives have a fitted effect of over 55% in size
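K18 P301L tau (15 uM unlabeled/0.24 uM Alexa 594-labeled, final) + compound + heparin 20 uM final; 100 mM NaOAc pH 7; 6 hr 37 C; ThT 30 uM final added, 1 hr RT; FP ex 555/em 632 nm.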
GAA glycogen mod: GAA glycogen-cleavage inhibition or activation; recombinant GAA, glycogen substrate, Amplex Red glucose oxidase fluorescence; Potency, µM (series often up to 76.4 µM), for the others: at the highest dose activity change, negative = inhibition, actives largely listed as inhibitors; P10253; hit rate 0.38% among 300,000;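 also: 0% = full enzyme reaction and -100% = no-enzyme basal signal; the screen sought inhibitors and activators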
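qHTS, 1536-well; enzyme 4 nM final; cpd up to 77 uM; substrate bovine liver glycogen 30 ug; 50 mM citrate/phosphate pH 5.0, 0.01% Tween-20; 37 C, 40 min; Amplex Red detection 45 min RT; Hill fit → AC50.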
aGal spleen mod: inhibitors or activators of human alpha-galactosidase in spleen homogenate; hit rate 0.008% among 240,000; P06280; Potency, µM (titrated, usually from 80 µM), without a hit: top-dose activity change, negative = inhibition, hits mostly inhibitors; human spleen homogenate, 4MU-alpha-Gal fluorescence, 40 min;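 also: 0% = enzyme with vehicle and -100% = no enzyme basal signal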
Target sequence (P06280 32-429 limits assumed): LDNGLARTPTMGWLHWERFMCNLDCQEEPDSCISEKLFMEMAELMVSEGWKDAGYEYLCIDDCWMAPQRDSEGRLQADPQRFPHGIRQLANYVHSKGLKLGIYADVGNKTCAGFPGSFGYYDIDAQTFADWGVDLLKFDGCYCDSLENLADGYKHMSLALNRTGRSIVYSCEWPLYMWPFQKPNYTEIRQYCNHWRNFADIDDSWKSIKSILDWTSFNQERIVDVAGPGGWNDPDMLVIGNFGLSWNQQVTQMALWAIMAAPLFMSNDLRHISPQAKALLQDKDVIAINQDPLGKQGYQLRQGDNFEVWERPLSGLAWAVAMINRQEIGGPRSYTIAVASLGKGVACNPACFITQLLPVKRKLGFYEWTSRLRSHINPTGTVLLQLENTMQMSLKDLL
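Spleen homogenate 1 ug + cpd (titration) + 4-MU-alpha-D-galactopyranoside 1 mM; 37C 40 min; 50 mM citrate/phosphate pH 5.0, 0.01% Tween-20; stop pH 10; fluorescence 365/440; AC50 via Hill.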
HTT ATP protect: cytoprotection in Huntington HTT-Q103 PC12 cell model; PC12 HTT-Q103 induced, cytoprotection, ATP luminescence, 40 h; Potency, µM (doses to about 56.4 µM), without a hit: cytoprotection (ATP increase), actives largely listed as activators; hit rate 0.14% among 230,000; AID 1471;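 also: % of control where 0% means no effect; nearly all actives have a fitted effect of over 45% in size; toxic huntingtin expression switched on by the ecdysone agonist tebufenozide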
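PC12 cells with ecdysone-inducible HTT exon 1 Q103-GFP, induced with 100 nM tebufenozide and co-treated with library compounds in a dose series (1536-well, 1500 cells/well). Cytoprotection read as ATP content by ATPlite luminescence.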
An asterisk follows results filed as active; [ ] = remark or other dose. Calls follow the shape of the dose curve; as a rule, active = well fitted curve in the direction sought with a large enough effect; inconclusive = small, poorly fitted or top-dose-only effect, or another doubt; inactive = no such curve, though single readings can be large; an effect the other way counts as inactive or inconclusive. Potency is read from the fitted curve at half-maximal effect.

Start of the data: the first 2 entries as a preview:
CCOC(=O)N1CCC(N(CCN(C)C)C(=S)Nc2ccccc2OC)CC1 was read as aGlu spleen mod -2%, Tau fibril ThT -1%, Tau fluor counter -2%, GAA inh inconclusive, Tau fibril FP 2%, GAA glycogen mod 0%, aGal spleen mod -4% and HTT ATP protect -16%.
For CC(C)Oc1cccc(C(=O)Nc2ccccc2N2CCOCC2)c1 the results were aGlu spleen mod 0%, Tau fibril ThT -22%, Tau fluor counter -21%, GAA inh -1%, Tau fibril FP -1%, GAA glycogen mod -2%, aGal spleen mod -3% and HTT ATP protect -11%[10 µM].

The list itself, from the start:
CCOC(=O)N1CCC(N(CCN(C)C)C(=S)Nc2ccccc2OC)CC1 was read as aGlu spleen mod -2%, Tau fibril ThT -1%, Tau fluor counter -2%, GAA inh inconclusive, Tau fibril FP 2%, GAA glycogen mod 0%, aGal spleen mod -4% and HTT ATP protect -16%.
For CC(C)Oc1cccc(C(=O)Nc2ccccc2N2CCOCC2)c1 the results were aGlu spleen mod 0%, Tau fibril ThT -22%, Tau fluor counter -21%, GAA inh -1%, Tau fibril FP -1%, GAA glycogen mod -2%, aGal spleen mod -3% and HTT ATP protect -11%[10 µM].
`CSc1nc2ccsc2c(=O)n1-c1cccnc1` gave aGlu spleen mod -3%, Tau fibril ThT 1%, Tau fluor counter 3%, GAA inh 0%, Tau fibril FP 0%, GAA glycogen mod -3%, aGal spleen mod 9% and HTT ATP protect 19%[10 µM].
`COCCNC(=S)Nc1ccc(S(=O)(=O)Nc2cnc3ccccc3n2)cc1` gave aGlu spleen mod 10%, Tau fibril ThT 6%, Tau fluor counter 9%, GAA inh -7%, Tau fibril FP -1%, GAA glycogen mod -16%, aGal spleen mod 5% and HTT ATP protect -27%.
For CC(=O)N1c2c(cc(Br)cc2S(=O)(=O)NCc2cccnc2)CC1C (stereo unspecified) the results were aGlu spleen mod -9%, Tau fibril ThT -6%, Tau fluor counter -5%, GAA inh -26%, Tau fibril FP 0%, GAA glycogen mod -2%, aGal spleen mod -18% and HTT ATP protect -5%.
COC(=O)c1ccc(NC(=O)C(=O)N2CCN(C(=S)Nc3cccc(C)c3C)CC2)cc1 was read as aGlu spleen mod -13%, Tau fibril ThT -4%, Tau fluor counter -1%, GAA inh 0%, Tau fibril FP -2%, GAA glycogen mod -11%, aGal spleen mod -1% and HTT ATP protect 39%[10 µM].
For CC(=O)N=C1SC2CS(=O)(=O)CC2N1c1cccc(Cl)c1Cl (stereo unspecified) the results were aGlu spleen mod -8%, Tau fibril ThT -3%, Tau fluor counter 3%, GAA inh -1%, Tau fibril FP 6%, GAA glycogen mod 13%, aGal spleen mod 0% and HTT ATP protect -2%.
For O=C(CCCN1C(=O)c2ccccc2C1=O)Nc1cccc(S(=O)(=O)NC2=NCCC2)c1 the results were aGlu spleen mod 0%, Tau fibril ThT -1%, Tau fluor counter 3%, GAA inh 3%, Tau fibril FP 6%, GAA glycogen mod -1%, aGal spleen mod -7% and HTT ATP protect 16%.
Screening CC(C)C(=O)N/N=C/c1ccc(OCc2ccccc2)cc1 returned aGlu spleen mod -3%, Tau fibril ThT -15%, Tau fluor counter -1%, GAA inh 3%, Tau fibril FP 3%, GAA glycogen mod -6%, aGal spleen mod -2% and HTT ATP protect -7%.
CCOC(=O)c1c(NC(C)=O)c2c3c(sc2n1Cc1nc(-c2ccccc2C)oc1C)CCCC3 was read as Tau fibril ThT 6%, Tau fluor counter 10%, Tau fibril FP 1% and GAA glycogen mod -9%[76.3 µM].
CCCCOc1ccc(-c2nnn(C(C)C(=O)OCC)n2)cc1 (stereo unspecified) was read as aGlu spleen mod -6%, Tau fibril ThT -14%, Tau fluor counter -21%, GAA inh -4%, Tau fibril FP 10%, GAA glycogen mod 1%, aGal spleen mod -5% and HTT ATP protect -1%.
Screening CC(=O)c1c(NC(=O)c2ccccc2)[nH]c(-c2ccccc2)nc1=S returned aGlu spleen mod -3%, Tau fibril ThT inconclusive, Tau fluor counter -24%, GAA inh -1%, Tau fibril FP -4%, GAA glycogen mod -15%, aGal spleen mod -18% and HTT ATP protect 2%.
COc1ccccc1OCCC(=O)OCC(=O)c1c(N)n(C)c(=O)n(C)c1=O was read as aGlu spleen mod 0%, Tau fibril ThT -10%, Tau fluor counter -6%, GAA inh -9%, Tau fibril FP -8%, GAA glycogen mod 2%, aGal spleen mod 2% and HTT ATP protect 1%.
Screening COc1ccc(Cc2nc(-c3ccc(Br)o3)no2)cc1OC returned aGlu spleen mod 1%, Tau fibril ThT inconclusive, Tau fluor counter -14%, GAA inh -2%[15.4 µM], Tau fibril FP inconclusive, GAA glycogen mod -5%, aGal spleen mod 9% and HTT ATP protect 9%.
Screening Cc1ccc(-c2nc3ccccc3c(=O)n2NC(=O)c2cccs2)cc1 returned aGlu spleen mod 4%, Tau fibril ThT 7%, Tau fluor counter 10%, GAA inh 1%, Tau fibril FP 0%, GAA glycogen mod -18%, aGal spleen mod -4% and HTT ATP protect -11%[10 µM].
For C=CCC1Cc2c(cccc2[N+](=O)[O-])C(CC=C)N1 (stereo unspecified) the results were aGlu spleen mod -7%, Tau fibril ThT inconclusive, Tau fluor counter -27%, GAA inh 7%, Tau fibril FP -5%, GAA glycogen mod 19%, aGal spleen mod -7% and HTT ATP protect 9%[10 µM].
Screening CC(C)C(=O)N1CCN(c2ccc(NC(=O)c3ccc4c(c3)OCCO4)cc2)CC1 returned aGlu spleen mod 2%, Tau fibril ThT inconclusive, Tau fluor counter -2%, GAA inh 5%, Tau fibril FP 7%, GAA glycogen mod 13%, aGal spleen mod 6% and HTT ATP protect 1%[10 µM].
COc1ccc(N(CC(=O)N/N=C/c2ccco2)S(=O)(=O)c2ccccc2)cc1 was read as aGlu spleen mod 4%, Tau fibril ThT -9%, Tau fluor counter -12%, GAA inh 1%, Tau fibril FP -11%, GAA glycogen mod -7%, aGal spleen mod -1% and HTT ATP protect -3%[10 µM].
Screening CC(c1ccco1)N(C(=O)Nc1ccc(Cl)cc1)c1ccccn1 (stereo unspecified) returned aGlu spleen mod -2%, Tau fibril ThT 15%, Tau fluor counter -5%, GAA inh -3%, Tau fibril FP 7%, GAA glycogen mod 7%, aGal spleen mod -1% and HTT ATP protect 6%[10 µM].
For C/C(=N\NC1=NCCN1)c1ccc(N)c([N+](=O)[O-])c1 the results were aGlu spleen mod -4%, Tau fibril ThT 20µM*, Tau fluor counter -27%, Tau fibril FP -6%, GAA glycogen mod -4%, aGal spleen mod 1% and HTT ATP protect -7%[10 µM].
Screening CC(=O)Nc1sc(C)c(C)c1C(=O)Nc1ccc(C)cc1 returned aGlu spleen mod -6%, Tau fibril ThT inconclusive, Tau fluor counter -14%, GAA inh -30%, Tau fibril FP -1%, GAA glycogen mod -8%, aGal spleen mod -12% and HTT ATP protect -13%.
Screening CN1CCC(=NNC(=O)C(=O)Nc2ccc(F)cc2)CC1 returned aGlu spleen mod -15%, Tau fibril ThT inconclusive, Tau fluor counter -5%, GAA inh 6%, Tau fibril FP -13%, GAA glycogen mod inconclusive, aGal spleen mod -25% and HTT ATP protect -45%[inhibitor].
COC(=O)c1ccccc1Sc1c(/C=N/OCc2ccc(Cl)cc2)c(C(F)(F)F)nn1C was read as aGlu spleen mod -1%, Tau fibril ThT 7%, Tau fluor counter -3%, GAA inh -10%, Tau fibril FP -7%, GAA glycogen mod 5%, aGal spleen mod 2% and HTT ATP protect 17%.
Screening O=C(O)c1ccccc1C(=O)NNc1ccc(Cl)cc1 returned aGlu spleen mod -8%, Tau fibril ThT -12%, Tau fluor counter -6%, GAA inh 3%, Tau fibril FP -4%, GAA glycogen mod 11µM*, aGal spleen mod -6% and HTT ATP protect 1%.
Screening CCCOc1ccc(N2C(=O)CC(N(CCc3ccc(OC)cc3)C(=O)c3cccc(F)c3)C2=O)cc1 (stereo unspecified) returned aGlu spleen mod -18%, Tau fibril ThT -10%, Tau fluor counter -13%, GAA inh -7%, Tau fibril FP 5%, GAA glycogen mod -7%, aGal spleen mod -1% and HTT ATP protect 30%[10 µM].
NNC(=O)CN1C(c2ccccc2Br)=Nc2ccc(Br)cc2C1c1ccccc1 (stereo unspecified) was read as aGlu spleen mod 0%, Tau fibril ThT -5%, Tau fluor counter -3%, GAA inh 4%, Tau fibril FP 0%, GAA glycogen mod 4%, aGal spleen mod 4% and HTT ATP protect 6%[10 µM].
`Cc1cccc(C(=O)NC2CC(C)(C)NC(C)(C)C2)c1` gave aGlu spleen mod 0%, Tau fibril ThT 9%, Tau fluor counter 8%, GAA inh 3%, Tau fibril FP -2%, GAA glycogen mod -17%, aGal spleen mod 4% and HTT ATP protect 1%[10 µM].
`Cc1ccc(C(=O)NCC(=O)NCCc2ccc(S(N)(=O)=O)cc2)s1` gave aGlu spleen mod 0%, Tau fibril ThT 0%, Tau fluor counter 7%, Tau fibril FP 7%, GAA glycogen mod 2%, aGal spleen mod 7% and HTT ATP protect 13%[10 µM].
`CC(C)CC1=NN(C(=O)c2ccco2)C(O)(C(F)(F)F)C1` (stereo unspecified) gave aGlu spleen mod 0%, Tau fibril ThT -9%, Tau fluor counter -8%, GAA inh 2%, Tau fibril FP 5%, GAA glycogen mod 11%, aGal spleen mod 0% and HTT ATP protect 6%[10 µM].
Screening COc1ccc(CNC(=O)NCc2ccc(OC)c(OC)c2)cc1OC returned aGlu spleen mod 0%, Tau fibril ThT -1%, Tau fluor counter 0%, GAA inh -17%, Tau fibril FP -1%, GAA glycogen mod 4%, aGal spleen mod 0% and HTT ATP protect 5%.
`COc1ccc(N=CC2=C(O)c3ccccc3C2=O)cc1` gave aGlu spleen mod 2%, Tau fibril ThT 2.2µM*, Tau fluor counter -14%, GAA inh -6%, Tau fibril FP -8%, GAA glycogen mod 3%, aGal spleen mod -6% and HTT ATP protect -103%[inhibitor].

Rows were taken by chance; overall some 3.3% were active at least once.
